M5 antag – blocks acetylcholine activation of human M5 receptor | AID 624040 | CHO-hM5 cells, Fluo-8 calcium fluorescence, ACh EC80 | P08912 | inhibition, % at 3 µM | hit rate 0.59% among 360,000;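 active = inhibition above a per-plate cutoff, the mean of that plate's test compounds plus 3 SD, cut at about 27% in these data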;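 note: 0% = acetylcholine EC80 with DMSO and 100% = DMSO without agonist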
CRFBP-R2 block – CRF-BP/CRF-R2 complex antagonism | HEK293 CRF-R2/CRF-BP, CRF-induced calcium fluorescence | inhibition, % at 11.8 µM | hit rate 0.59% among 350,000 | AID 588475;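 active = inhibition of the ligand-induced calcium signal above about 50% at the single tested concentration, limit read from the data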
M4 PAM – positive allosteric modulators of human muscarinic M4 receptor; hit rate 0.4% among 360,000; activation, % at 3 µM; CHO-K1 hM4/Gqi5, Fluo-8 calcium fluorescence, ACh EC20; 0% = ACh EC20, 100% = maximal ACh; P08173; AID 624126;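 active = activation above its plate's cutoff, the mean activation of sample wells plus 3 SD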; note: some results filed as inactive read as strong as hits
CHO-K1 Ca PAM – counter-screen for M1 PAMs: effect in parental CHO-K1 cells. ATP EC20, Fluo-8 calcium fluorescence; 0% at ATP EC20, 100% at ATP max. activation, % at 3 µM. hit rate 0.02% among 360,000. AID 602247;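 active = activation above the run cutoff, the mean activation of all test compounds plus 3 SD, cut at about 40% in these data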;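 note: peak over basal fluorescence ratio in a 140 s read after ATP addition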
M5 ag – CHRM5 agonism in calcium assay. P08912. CHO-K1 hM5 cells, Fluo-8 calcium fluorescence; 0% DMSO wells, 100% maximal acetylcholine response. activation, % at 3 µM. hit rate 0.19% among 360,000;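 active = activation above the run's mean over test compounds plus 3 SD, cut at about 23% in these data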;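 note: signal is peak over basal fluorescence ratio across the kinetic read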
TAAR1 antag – antagonists of human TAAR1. inhibition, % at 3 µM. Q96RJ0. CHO RD-HGA16 TAAR1, Fluo-8 calcium fluorescence, antagonist. AID 624466. hit rate 1.5% among 360,000;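 active = inhibition above a per-plate cutoff, the mean inhibition of test compounds on that plate plus 3 SD, cut at about 49% in these data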;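 note: 0% = DMSO plus EC80 beta-PEA response and 100% = DMSO alone without agonist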
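Material: RD-HGA16 CHO cells with stable hTAAR1 and Gα16; Dosing: single nominal final test compound concentration of 3 µM; Schedule: seeding 17-24 h prior, 75-min 37 °C, 30-min RT dye loading; Detection: kinetic Fluo-8 calcium fluorescence measurement; Measure: % inhibition from peak post-agonist over basal fluorescence ratio; Benchmarks: vehicle and agonist controls.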
CRFBP-R2 agonist – CRF-BP/CRF-R2 complex agonism; activation, % at 13.2 µM; hit rate 0.46% among 350,000; HEK293 CRF-R2/CRF-BP, calcium dye fluorescence (FLIPR); percent of saturating CRF peptide response;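 active = activation of at least 50%, plus an integration ratio under a set limit after plate pattern correction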;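 note: plate controls were neutral control wells without compound for no effect and CRF at EC100 for full effect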
M5 PAM – positive allosteric modulators of human muscarinic M5 receptor; P08912; CHO-K1 hM5, Fluo-8 calcium, ACh EC20 PAM; 0% = ACh EC20, 100% = ACh EC100; activation, % at 3 µM; hit rate 0.3% among 360,000; AID 624038;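 active = activation above the run cutoff, the mean activation of all test compounds plus 3 SD, cut at about 18% in these data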
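System: CHO-K1 hM5 cells. Reagent: acetylcholine, EC20 level. Compound dosing: single dose, 3 µM nominal final test concentration. Timing: Post-acetylcholine fluorescence recording 140 s. Detection: Fluo-8 calcium fluorescence. Read-out: % activation, ACh-normalized. Benchmarks: ACh EC20 and EC100 wells. Repeats: singlicate, one well per test compound.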
TAAR1 agonist – agonists of human TAAR1; Q96RJ0; CHO RD-HGA16 TAAR1, Fluo-8 calcium fluorescence; vehicle wells 0%, saturating PEA agonist 100%; activation, % at 3 µM; hit rate 0.99% among 360,000;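 active = activation above the mean activation of all test compounds in the run plus 3 SD, cut at about 38% in these data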
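Test system: RD-HGA16 (CHO) cells co-expressing Gα16 and hTAAR1 | Doses: Single dose, 3 µM | Schedule: 17-24 h seeding, 75 min 37 °C dye, 30 min RT | Evaluation: % activation from peak over basal fluorescence ratio, DMSO-to-PEA scaled | Technique: Kinetic Fluo-8 calcium fluorescence | Benchmarks: Low control DMSO, high control PEA (EC100)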
The depositor's hits bear a star; . = no result given. This is a random part of the collection; 4.2% or so of the library scored in one or more.

smiles,M5 antag,CRFBP-R2 block,M4 PAM,CHO-K1 Ca PAM,M5 ag,TAAR1 antag,CRFBP-R2 agonist,M5 PAM,TAAR1 agonist
Cc1cccc(/C=N/NC(=O)CNc2cccc3ccccc23)n1,0,4,-2,17,4,-23,0.2,-6,2
CC1CC(C)CN(CC(=O)Nc2cc(S(=O)(=O)N3CCOCC3)ccc2N2CCCC2)C1 (stereo not given),-6,-3,-5,-6,-5,-27,-0.9,15,5
CCCn1c(SC(C)C(=O)NC2CCCC2)n[nH]c1=O (stereo not given),-7,6,9,-15,-3,-31,-0.5,4,6
CCCCn1c(N)c(N(CCOC)C(=O)c2ccc(S(=O)(=O)N(CC)c3ccccc3)cc2)c(=O)[nH]c1=O,1,8,-3,11,0,8,-0.6,2,0
Cc1ccccc1C1NC(=O)c2ccccc2O1 (stereo not given),-3,-14,-7,16,2,-8,-0.5,-7,2
CCCc1nc(NCCO)c(C#N)c2c1CCCC2,-11,-2,2,9,4,-54,-0.2,10,3
Nc1c(C(=O)Nc2ccc3c(c2)OCCO3)nnn1Cc1cccc(F)c1,5,2,4,13,-4,14,-2.2,8,1
CCCn1nnc(NC(=O)c2ccc(F)cc2)n1,-2,-2,10,-1,-2,-8,0.8,-4,13
CCOC(=O)N1CCN(S(=O)(=O)N2CCCC(C(=O)NCc3ccc(OC)cc3OC)C2)CC1 (stereo not given),3,0,1,23,-3,-15,0.1,-1,3
COC(=O)c1cc(=O)n(CCc2ccccc2F)c(=Nc2ccc(F)c(Cl)c2)s1,2,-20,0,13,1,-33,3.8,-2,0
O=C1NC[C@H](CCCCN2C[C@H](Cc3ccccc3)N(CC3CCCCC3)C(=O)C2=O)N(CCc2ccccc2)C1=O,-5,.,4,-16,2,-6,.,1,0
CCN(c1ccccc1)S(=O)(=O)c1ccc(Oc2ccc(-n3ccnc3)cc2)nc1,-10,6,-11,12,-8,31,2.6,-3,9
CC(=O)Oc1ccccc1C(=O)NC(C)CCc1ccccc1 (stereo not given),0,15,-6,-6,2,-10,-0.3,-2,1
COc1cc(S(=O)(=O)n2c(C)nc3ccccc32)ccc1F,0,6,10,11,0,-28,1.1,2,8
CC(=O)Nc1ccc(CN2CCN(Cc3ccc(F)c(F)c3)C(CCO)C2)cc1 (stereo not given),13,-1,3,-6,-6,-10,3.2,-14,8
COc1ccc(Cc2ccccc2C(=O)O)cc1,-2,-15,3,-19,6,-7,0.1,7,1
Cn1c(=O)c2c(nc(N3CCc4ccccc4C3)n2Cc2ccccc2F)n(C)c1=O,5,6,-1,19,-9,-14,0.1,-6,11
Cc1ccc(S(=O)(=O)N2CCCC2)cc1C(=O)NCc1ccccc1CN1CCCC1,2,2,-1,8,-1,2,0.0,1,0
Cc1ccc(S(=O)(=O)N2CCN=C2SCc2cccnc2)cc1,-12,8,3,16,-1,3,0.6,4,0
C/C(CCc1ccc2c(c1)OCO2)=N\NC(=O)c1ccccc1Br,9,6,1,24,-2,7,0.3,-4,0

A draw from above in order of number of heavy atoms, lowest first:
smiles,M5 antag,CRFBP-R2 block,M4 PAM,CHO-K1 Ca PAM,M5 ag,TAAR1 antag,CRFBP-R2 agonist,M5 PAM,TAAR1 agonist
Cc1ccccc1C1NC(=O)c2ccccc2O1 (stereo not given),-3,-14,-7,16,2,-8,-0.5,-7,2
CCCc1nc(NCCO)c(C#N)c2c1CCCC2,-11,-2,2,9,4,-54,-0.2,10,3
Cc1cccc(/C=N/NC(=O)CNc2cccc3ccccc23)n1,0,4,-2,17,4,-23,0.2,-6,2
CC(=O)Nc1ccc(CN2CCN(Cc3ccc(F)c(F)c3)C(CCO)C2)cc1 (stereo not given),13,-1,3,-6,-6,-10,3.2,-14,8

(list continues)
smiles,M5 antag,CRFBP-R2 block,M4 PAM,CHO-K1 Ca PAM,M5 ag,TAAR1 antag,CRFBP-R2 agonist,M5 PAM,TAAR1 agonist
COc1ccc(Cc2nnc(NC(=O)c3cccc([N+](=O)[O-])c3)s2)cc1,4,-43,1,14,-1,-4,3.6,-3,1
O=C(NCCOc1nc(N2CCOCC2)nc(N2CCOCC2)n1)Nc1ccc(Cl)cc1,12,-19,8,24,-1,-10,-2.6,-4,14
CC(C)c1ccc(NC(=O)C(c2ccccc2)N2CCC3(CC2)OCCO3)cc1 (stereo not given),-4,-8,10,28,-3,-11,-1.0,3,4
CC1(C)COC(=S)N1CCC#N,8,37,2,8,-3,-18,-3.3,-18,1
O=C(NCc1cccc(C(F)(F)F)c1)c1cccc(S(=O)(=O)N2CCN(Cc3ccccc3)CC2)c1,1,-10,-3,11,-1,-6,6.5,-1,2
O=C(O)CCC(=O)NC1CCCCCCC1,0,-15,3,6,-1,-8,-1.0,0,2
C=CCNc1nc(S(=O)Cc2ccc(C)cc2)nc2c1CCCC2 (stereo not given),9,5,2,-9,-7,-2,1.3,-1,5
Cc1cccc(N=C2NN=C(c3c(C)[nH]c4ccccc34)CS2)c1,5,-12,1,-2,0,13,-1.5,-1,1
CCOC(=O)N1CCC(N2Cc3cccc(C(=O)Nc4c(C)cccc4CC)c3C2=O)CC1,11,22,7,11,1,-22,-0.4,-2,0
CSc1ccc(CN(C)CC(=O)NCCc2ccccc2)cc1,9,19,7,3,-3,-31,-0.7,0,-2
O=C(Nc1ccc(CN2CCOCC2)cc1)c1ccc(N2CCCC2)c([N+](=O)[O-])c1,0,-9,-1,6,1,10,-0.7,8,10
COc1ccc(C(=O)C2CCCN(C(=O)c3ccc4nccnc4c3)C2)c(C)c1 (stereo not given),-3,-9,4,13,-5,-15,-1.3,-3,1
COCCn1c(C)cc(C(=O)CSc2nnc(C)s2)c1C,-5,-4,2,18,-4,-2,-1.4,12,8
Nc1[nH]c(=O)nc2snnc12,-3,25,9,23,2,-9,-0.9,0,2
S=C(NCCSCc1c(Cl)cccc1Cl)Nc1ccccc1,0,-10,-12,0,0,23,0.0,-8,17
COc1cc(C(=O)NCC2(N3CCCCC3)CCCCC2)ccc1OCC(=O)N1CCOCC1,11,16,-9,20,1,-4,-0.2,0,1
CCOC(=O)c1nn(-c2ccc(F)cc2)c(=O)cc1OCC(=O)N1CCN(c2ccccc2)CC1,5,-14,3,-13,-1,-39,-1.6,-1,4
CC(O)CNCc1ccccc1C(F)(F)F (stereo not given),2,-8,4,21,-3,-6,-0.9,6,1
C#CCOc1nc(C)cc(C)c1S(=O)(=O)c1ccccc1C,-5,-3,8,-8,-11,5,-0.6,9,2
O=C(CC12CC3CC(CC(C3)C1)C2)Nc1ccc(C(=O)O)cc1,-5,15,7,22,-4,-7,-1.3,7,0
O=C(CC1SCCNC1=O)Nc1ccc(F)c(Cl)c1 (stereo not given),-4,0,-3,15,3,-7,-0.3,1,7
CCCCNC(=O)C(=O)N/N=C/c1cccc(Br)c1,0,16,-3,24,-4,-7,-6.0,0,-3
O=C(O)c1cc2ccccc2n1-c1ccccc1,-2,3,4,8,1,-1,-1.4,1,2
COc1cc(C(=S)N2CCOCC2)cc(OC)c1OC,1,-18,-9,1,-2,-44,5.1,2,2
Nc1nnc(COc2cccc(C(F)(F)F)c2)s1,-4,-5,8,13,-2,-13,-0.6,-5,3
OCC(Cc1ccc2c(c1)OCO2)C(CO)Cc1ccc2c(c1)OCO2 (stereo not given),4,8,5,-2,7,9,4.5,-2,4
O=C(Oc1c(CN2CCOCC2)cc(Cl)c2cccnc12)c1ccccc1,-1,-54,4,8,-6,23,4.6,-7,24
O=C1c2ccccc2C(=O)N1C1CCCCC1,-8,11,-3,15,0,-13,-4.5,-3,1
Cc1cc2ccccc2nc1SCC(=O)Nc1nc(-c2ccccc2)cs1,-12,3,21,-4,1,5,-1.3,1,-1
Cc1n[nH]c(=S)n1/N=C/c1cccc(OCc2ccccc2)c1,-5,-24,-11,13,3,-6,0.6,-6,9
NC(=S)NNC(=O)c1ccccc1Cl,18,-10,-7,-11,5,-4,-0.4,-7,10
C[C@@H]1NC(=O)N(c2ccc(F)cc2)C1=O,6,3,7,7,-2,-11,-0.7,-1,1
Cc1ccc(C)c(-n2cc(CNCCCn3cccn3)c(-c3ccccc3)n2)c1,13,-36,0,19,1,-12,1.7,-1,1
CCC(C)c1ccc(NC(=O)Nc2cnccn2)cc1 (stereo not given),-11,9,7,3,-1,-7,1.6,0,12
CC(C)Cc1c(O)nc(SCC(=O)Nc2ccc3c(c2)CCC3)[nH]c1=O,3,11,9,8,-1,-13,-1.9,-2,3
Cc1ccc2cc3cc(C(=O)NC4CC4)oc3nc2c1,-1,0,-1,10,-2,-14,-0.5,1,6
COc1ccc(CCNC(=O)c2cc3c(=O)n4cccc(C)c4nc3n(Cc3ccco3)c2=N)cc1OC,-2,31,8,8,-3,5,3.9,-2,2
COCCn1c(C)cc(C(=O)COC(=O)c2cccnc2SC)c1C,4,9,4,18,1,-15,-1.4,10,0
O=C(C[C@@H]1C/C=C\C[C@@H](Cc2ccc(F)cc2)C(=O)OC[C@@H]2CCCN2C1=O)N[C@H](CO)Cc1ccccc1,11,-1,8,12,-3,1,-0.4,2,8
Cc1ccc(NC(=O)c2ccc(Cl)c(S(=O)(=O)N3CCc4ccccc43)c2)nc1,9,-1,-3,3,-5,-14,1.1,-21,0
O=C1N[C@@H](Cc2ccccc2)COC(=O)[C@@H](Cc2ccc(F)cc2)CC/C=C/C[C@H]1CC(=O)N(CCO)Cc1ccccc1,15,14,-13,12,4,66*,-1.8,-28,30
Cc1nnsc1C(=O)N/N=C/c1ccc(OC(F)(F)F)cc1,12,-14,14,-16,4,-19,3.1,3,9
COc1cc2ccccc2cc1C(=O)NC(=S)Nc1ccc(C(=O)O)cc1,12,6,-3,11,0,22,0.8,-7,3
COc1ccccc1C1CCN(c2cc(O)ccc2[N+](=O)[O-])CC1,15,5,-18,6,-3,16,-0.2,-17,3
CCOC(=O)[C@H]1[C@H]2COc3ccc(OC)cc3[C@@H]2N2C(=O)c3cc(OC)ccc3NC(=O)[C@@]12C,10,7,-4,-5,-3,13,-2.9,0,1
O=C(CN(Cc1ccccc1)S(=O)(=O)c1ccccc1)N1CCOCC1,0,14,10,19,-2,-6,-0.4,-3,0
Cc1cc(NC(=O)c2ccc3c(c2)C(=O)N(Cc2cccnc2)C3=O)no1,3,-9,5,2,0,-8,-1.4,-2,3
O=C1CCCN1CCCNC(=S)Nc1ccccc1,-4,19,-4,6,3,-14,-0.7,3,0
